Compound activity from PubChem.
KAT2A inh: inhibitors of human GCN5L2 histone acetyltransferase. Q92830. GCN5L2 HAT assay, ThioGlo1 CoA-SH fluorescence. Potency, µM (doses to about 58.9 µM), for inactives: at the highest dose activity change, negative = inhibition, most hits filed as inhibitors. 390,000 tested, 0.21% active. AID 504327
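Compounds, pin-transferred from DMSO stocks, meet 20nM GCN5L2 for 15 min before the reaction begins with H3(1-25) peptide (75uM) and acetyl-CoA (70uM). Thiol-reactive ThioGlo1 reports CoA release over 20 min at room temperature.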
N370S GC mod: inhibits or activates N370S mutant glucocerebrosidase. P04062. N370S GC spleen homogenate, 4MU-glucoside fluorescence. Potency, µM (titrated, usually from 59.4 µM), inactives show at the highest dose activity change, negative = inhibition, usual class: inhibitors. 330,000 tested, 0.092% active. AID 2101;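 also: 0% = full enzyme activity and -100% = no enzyme basal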
FEN1 inh: human FEN1 inhibition | P39748 | Recombinant FEN1 flap cleavage, fluorescence, 15 min | Potency, µM (top dose mostly 114 µM), for inactives: at the top dose activity change, negative = inhibition, actives largely listed as inhibitors | 390,000 tested, 0.35% active | AID 588795; also: nearly all actives have a fitted effect of over 65% in size
Target sequence (P39748 whole entry, looked up): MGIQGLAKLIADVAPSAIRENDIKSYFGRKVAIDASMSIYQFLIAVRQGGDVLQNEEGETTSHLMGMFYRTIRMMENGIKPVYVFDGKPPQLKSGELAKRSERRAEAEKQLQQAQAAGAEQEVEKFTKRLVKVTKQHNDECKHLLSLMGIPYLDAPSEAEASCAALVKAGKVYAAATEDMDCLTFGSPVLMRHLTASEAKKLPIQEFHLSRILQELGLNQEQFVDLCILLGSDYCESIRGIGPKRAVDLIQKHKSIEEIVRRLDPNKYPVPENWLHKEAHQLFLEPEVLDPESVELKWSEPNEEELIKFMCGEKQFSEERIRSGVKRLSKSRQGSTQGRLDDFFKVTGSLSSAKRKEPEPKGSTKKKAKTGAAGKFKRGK
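With each library titrated from low to high concentration, compounds met 10 nM FEN1 for 15 min at room temperature before 50 nM substrate was added; readings at 0 and 15 min fed four-parameter Hill curve fits.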
* marks the source's active call; other numbers are inactive results; ? = inconclusive; / = not tested or not shown; & = joins results of further samples; [ ] = remark or other dose. Calls follow the shape of the dose curve; as a rule, active = well fitted curve in the direction sought with a large enough effect; inconclusive = small, poorly fitted or top-dose-only effect, or another doubt; inactive = no such curve, though single readings can be large; an effect the other way counts as inactive or inconclusive. Unless noted, % is scaled to controls: 0 for no effect and ±100 for the full control effect; potency is read from the fitted curve at half-maximal effect.

SMILES	KAT2A inh	N370S GC mod	FEN1 inh
COc1ccc(N2C(=O)CC(SC(C)C)C2=O)cc1 (centres undefined)	0%	-3%	-1%
NS(=O)(=O)c1cccc(NC(=O)c2ccno2)c1	-5%	7%	-11%
COc1ccc(C(=O)Nc2ccccc2N2CCN(C(=O)c3ccccc3)CC2)cc1Br	-27%	-20%	-12%
CCN(C(=O)c1cn(C)c(=O)c2cc(OC)c(OC)cc12)c1cc(OC)ccc1OC	-5%	0%	-4%
CC(C)NC(=O)Cn1c(SCC(=O)c2ccc(F)cc2)nc2ccccc21	-4%	-10%	-3%
CCOC(=O)CNC(=O)c1cc(OC)cc(OC)c1	0%	4%	2%
COC(=O)CSc1nc(N2CCOCC2)c2c(c1C#N)CC(C)(C)N(C)C2	0%	-2%	4%
CC(=O)c1cccc(NC(=O)Nc2cnn(Cc3ccc(Cl)cc3Cl)c2)c1	-8%	-13%	8%
COc1ccc(S(=O)(=O)Nc2nnc(Cc3ccc(OC)c(OC)c3)s2)cc1	-4%	7%	-3%
CC(NC(=O)C1CCN(S(=O)(=O)Cc2ccccc2)CC1)c1ccccc1 (centres undefined)	-2%	/	-9%
Cc1ccn2cc(-c3cc4ccccc4oc3=O)nc2c1	21%	2%	0%
O=C(CNC(=O)c1ccc2c(c1)OCCO2)N/N=C/c1ccc(O)cc1O	-2%	-16%	-3%
Cc1ccc(/C=c2\sc3n(c2=O)CN(c2cccc(Br)c2)CN=3)o1	2%	-2%	-16%
C#CCOCCOCCOCCNc1nc(N2CCN(C(=O)[C@H](CCC(=O)O)n3cc([C@@H](N)[C@H](C)CC)nn3)CC2)nc(N2CCN(C(=O)[C@H](CCC(=O)O)n3cc([C@@H](N)CCSC)nn3)CC2)n1	-6%	/	-15%
O=C(c1csnn1)N1CCC2(CC1)CN(c1ccccn1)C2	-2%	23%	/
CCN(CC)C(C)CN1c2ccccc2Sc2ccccc21 (centres undefined)	-5%&-10%	-18%	/
O=C(NNC(=S)NCc1ccccc1)c1ccc(Br)cc1	-7%	2%	-2%
O=C(c1ccc(COc2ccc3ccccc3c2)o1)N1N=C(C(F)F)CC1(O)C(F)F (centres undefined)	1%	-3%	8%
CC(NC(=O)c1ccccc1)C(=O)OCC(=O)c1ccc(Br)cc1 (centres undefined)	?	-19%	23%
Cc1ccccc1N1CCN(Cc2nc(Cc3ccccc3)no2)CC1	-3%	-5%	3%
O=C(CSc1nnc(-c2cccnc2)o1)N1CCCCC1	-5%	2%	-10%
NC(=O)c1cc2ccccc2o/c1=N/NC(=O)c1cccs1	-18%	7%	-24%
Cc1nn(C)cc1C1C2=C(CC(C)(C)CC2=O)N(c2ccccc2)C2=C1C(=O)CC(C)(C)C2	-2%	6%	-9%
COC(=O)CN(C)C(=O)CC1C(=O)NCCN1CC(C)(C)C (centres undefined)	-27%	-5%	14%
COc1ccc(Cl)cc1NC(=O)C1CCN(C(=O)Nc2ccccc2)CC1	-2%	/	18%

Overlap with the part before: 4 compounds, followed by the next part.
SMILES	KAT2A inh	N370S GC mod	FEN1 inh
NC(=O)c1cc2ccccc2o/c1=N/NC(=O)c1cccs1	-18%	7%	-24%
Cc1nn(C)cc1C1C2=C(CC(C)(C)CC2=O)N(c2ccccc2)C2=C1C(=O)CC(C)(C)C2	-2%	6%	-9%
COC(=O)CN(C)C(=O)CC1C(=O)NCCN1CC(C)(C)C (centres undefined)	-27%	-5%	14%
COc1ccc(Cl)cc1NC(=O)C1CCN(C(=O)Nc2ccccc2)CC1	-2%	/	18%
Cc1cc(-c2nnc(SCc3ccccn3)o2)no1	-9%	3%	-3%
COC(=O)c1cccc(N(CC(=O)NC2CCCCC2)C(=O)CNC(=O)c2cccs2)c1	-4%	-25%	0%
CC1=NN(c2ccccc2)C(=O)C1C=Nc1ccc(N(C)C)cc1 (centres undefined)	-11%	-29%	-22%
COc1ccc(C(=O)Cn2c(N3CCOCC3)nc3ccccc32)cc1OC	-1%	-7%	/
Cc1nnc(SC(C)C(=O)NC2CCCCC2C)n1N (centres undefined)	-3%	-1%	8%
Cc1ccc(-c2cc(C(=O)NNC(=O)c3csc(N4CCOCC4)n3)c3ccccc3n2)cc1	-6%	/	-20%
CC(C(=O)NCCCc1ccccc1)n1cccc1C(=O)c1ccccc1 (centres undefined)	4%	1%	-26%
COc1ccc(O)c(/C=N/NC(=O)CCC(=O)Nc2ccc(C)cc2)c1	1%	3%	-17%
CCOC(=O)c1cccc(NC(=O)N2CCC(CN3CCCCCC3)CC2)c1	-1%	/	10%
O=C(Nc1ccc(Cl)cc1)Nc1nnc(SCc2ccccc2)s1	41%[activator]	2%	-5%
Cc1ccc(-n2c(P(C)(=O)O)nc3ccccc32)cc1	-5%	4%	2%
COC(=O)C1=C(C)Nc2nnnn2C1c1ccccc1Cl (centres undefined)	3%	-10%	3%
CC(C)(C)c1ccc(CSc2nnc(-c3ccccn3)n2Cc2ccco2)cc1	-9%	?	-11%
CCOc1ccc(C(=O)Nc2nnc(SCC(=O)NCC3CCCO3)s2)cc1 (centres undefined)	0%	1%	-12%
CCCCCn1c(CN2CCN(C(=O)OCC)CC2)nc2c1c(=O)[nH]c(=O)n2C	0%	-2%	-2%
Cc1ccc(S(=O)(=O)N(C)c2ccc(C(=O)NCC3CCCO3)cc2)cc1 (centres undefined)	-9%	13%	-9%
Cc1cccc2cc(C3CC(c4cccs4)=NN3S(C)(=O)=O)c(Cl)nc12 (centres undefined)	?	3%	-13%
COc1cccc(NC2c3ccccc3C(=O)N2Cc2ccccc2Cl)c1 (centres undefined)	?	?	-15%
O=C(Cc1ccccc1)N/N=C/C=C/c1ccccc1[N+](=O)[O-]	-13%	0%	7%
Cc1c(C(=O)N2CCCCCC2)c(S(=O)(=O)NCc2ccc(Br)cc2)c(C)n1C	-13%	/	10%
O=C(CNC(=O)c1ccc(Br)cc1)NCC(=O)OCC(=O)c1ccccc1	-8%	2%	-11%
Cc1ccc(NS(=O)(=O)c2cccc(C(=O)N3CCCCCC3)c2)cc1	0%	-15%	-1%
CCN1CCN(CC(=O)Nc2nc3ccc(OC)cc3s2)CC1	3%	9%	-4%
O=C(Nc1ccccc1)Nc1ccc2ccccc2c1	-4%	3%	0%
CCc1ccc2oc(-c3cccc(NC(=O)c4cccnc4)c3)nc2c1	-7%	6%	-14%

Five entries already listed, ordered by length of the SMILES, ascending.
SMILES	KAT2A inh	N370S GC mod	FEN1 inh
NS(=O)(=O)c1cccc(NC(=O)c2ccno2)c1	-5%	7%	-11%
O=C(Nc1ccc(Cl)cc1)Nc1nnc(SCc2ccccc2)s1	41%[activator]	2%	-5%
O=C(Cc1ccccc1)N/N=C/C=C/c1ccccc1[N+](=O)[O-]	-13%	0%	7%
CC(=O)c1cccc(NC(=O)Nc2cnn(Cc3ccc(Cl)cc3Cl)c2)c1	-8%	-13%	8%
Cc1cccc2cc(C3CC(c4cccs4)=NN3S(C)(=O)=O)c(Cl)nc12 (centres undefined)	?	3%	-13%

Further records.
SMILES	KAT2A inh	N370S GC mod	FEN1 inh
Cc1ccc2[nH]c3c(=O)n(CCN4CCOCC4)cnc3c2c1	-8%	-18%	1%
CN(C)CCNC(=O)CNC(=S)N(Cc1ccccc1)Cc1cccnc1	3%	2%	-4%
CCN(c1ccccc1)c1nc(=O)c2cccnc2s1	-5%	3%	-4%
COC(=O)CCCCCCCCC(=O)Nc1nc2ccccc2s1	-2%	14%	1%
CC(=O)c1cc2c(cc1NC(=O)CN1CCC(Cc3ccccc3)CC1)OCO2	-12%	5%	-2%
CN(C)c1ccc(C(=S)N2CCN(C(=S)Nc3ccc(Cl)cc3)CC2)cc1	-3%	2%	-2%
N#Cc1ccc(-c2ccccc2)nc1Sc1ccc(F)cc1	3%	3%	-3%
C=CC[C@@H](CC(=O)N[C@@H](CO)Cc1ccccc1)C(=O)NC[C@@H](OC(=O)[C@@H](CC=C)Cc1ccc(F)cc1)c1ccccc1	-7%	/	-3%
Cc1ccc(NC(=O)c2nc(S(C)(=O)=O)ncc2N(Cc2ccc(C(C)(C)C)cc2)Cc2ccco2)cc1C	-14%	/	-2%
COC(=O)c1ccc(CSc2ncnc3c2nnn3-c2ccc(OC)cc2)o1	0%	7%	2%
COc1ccc(OC)c(C2C(C(=O)N(C)C)=C(C)Nc3nc4ccccc4n32)c1 (centres undefined)	-6%	4%	1%
CCC(=O)N/N=C(\C)CC(=O)Nc1ccc2ccccc2c1	3%	-31%	-7%
CCOc1ccc(C2CC(=O)c3c([nH]c(C(=O)OCC4CCCCC4)c3C)C2)cc1 (centres undefined)	-4%	/	18%
Cc1cccc(NC(=O)Nc2cccc3ccccc23)c1	-8%	-15%	-6%
CCOC(=O)c1ccccc1NC(=O)C(=O)Nc1ccc2nc3n(c(=O)c2c1)CCCCC3	-8%	/	0%
CN1CCCC(CC2c3ccccc3Sc3ccccc32)C1 (centres undefined)	-13%	-21%	3%
Cc1ccc(NC(=O)CCNS(=O)(=O)c2ccc3[nH]c(=O)oc3c2)c(Cl)c1	-4%	-21%	-8%
NC(=O)COC(=O)CNC(=O)c1ccc(Cl)cc1	-3%	-5%	-12%
O=C(CCOc1ccccc1)NCc1ccccc1	-7%	2%	1%
Cc1[nH]nc(-c2ccc(OCc3cnn(-c4ccccc4)c3)cc2O)c1Oc1ccccc1F	-3%	8%	-7%
COc1cc(C(=O)NC2CC(C)(C)CC(C)(C)C2)ccc1OC1CCN(C(C)=O)CC1	3%	-4%	-5%
COC(=O)c1c(NS(=O)(=O)c2ccc(C)cc2)sc2c1CCC(C)C2 (centres undefined)	-3%	28%	-20%
COCCNC(=O)c1onc(CSc2ccncc2)c1C(=O)NCCOC	-2%	18%	5%
O=S1(=O)C[C@H]2NC(=S)N(c3ccccc3)[C@H]2C1	1%	0%	18%
Cc1ccc(NC(=S)N2CCN(c3ccccn3)CC2)c(C)c1	1%	-4%	-11%
(continued)
SMILES	KAT2A inh	N370S GC mod	FEN1 inh
COc1ccc(C(=O)NCCN=C2NS(=O)(=O)c3ccccc32)cc1	-3%	-2%	3%
COc1cccc(CC2CC(=O)N(CCc3ccc4c(c3)OCO4)C2=O)c1 (centres undefined)	-7%	4%	-17%
O=[N+]([O-])c1ccc(/C=N/Nc2ccnc3cc(Cl)ccc23)o1	-1%	-8%	?
Cc1ccc(NC(=O)CN2C(=O)C3CC=C(Cl)CC3C2=O)cc1 (centres undefined)	-2%	-4%	0%
O=C(c1ccc(N2CCCS2(=O)=O)cc1)N1CCN(c2ccc(F)cc2)CC1	1%	-11%	-4%
C=CCOc1c(Br)cc(/C=C2/C(=O)ON=C2C)cc1OC	-7%	-9%	16%
CCCCCc1nnc(NC(=O)Cn2cnc3ccccc3c2=O)s1	-3%	8%	-1%
CC(=O)Nc1ccc(OCC[n+]2cccc(C(N)=O)c2)cc1	-6%	-4%	11%
Cc1ccc(C)c(N2CCN(C(=O)CCc3nc(-c4ccccc4C)no3)CC2)c1	-11%	/	6%
Cc1ccc(C)c(S(=O)(=O)N2CCN(C(C(=O)Nc3ccc(F)cc3)c3ccccc3)CC2)c1 (centres undefined)	-5%	7%	-8%
CCCN=C1N(C)C[C@@H]2[C@@H]3C(=O)N(Cc4ccccc4)C(=O)[C@@H]3[C@](CC)(C(=O)OC)N12	-3%	/	13%
O=C(Nc1cccc2ccccc12)NC1CCCCC1	-2%	0%	-1%
COc1ccc(C)cc1Nc1nc(C)nc2c1oc1ccccc12	-6%	1%	5%
CN(C)c1nc2ncn(Cc3ccccc3)c2c(=O)[nH]1	-1%	-15%	-2%
O=C(Nc1c2c(nn1-c1cccc(Cl)c1)CS(=O)(=O)C2)C1CC1	-1%	1%	-8%
COc1ccccc1CC(=O)NCc1csc(-c2cccs2)n1	-40%	5%	2%
CC(=O)Nc1ccc(/C=N/NC(=O)c2cc3ccccc3nc2C)cc1	-2%	3%	1%
Cc1cc(Cl)ccc1OCC(=O)NC(=S)Nc1ccc(Cl)cn1	-2%	-4%	-1%
O=c1c(C(c2ccc(Cl)cc2)c2c(O)nc3n(c2=O)CCS3)c(O)nc2n1CCS2	-16%	8%	6%
O=C(NNC(=O)c1ccccc1Cl)c1cc2cc(OC(F)(F)F)ccc2[nH]1	-2%	3%	-1%
O=S(=O)(c1cccs1)N1CN(C2CCCCC2)c2nc3ccccc3nc21	-3%	?	-4%
CC(=O)c1c(C)nc2ccc([N+](=O)[O-])cc2c1-c1ccccc1	-2%	6%	14%
C/C(CCc1ccc2c(c1)OCO2)=N\NC(=O)c1ccc(C)cc1C	-3%	-1%	-1%
COc1ccccc1NC(=O)C[n+]1ccccc1	-4%	5%	-2%
Cc1ccc(C(=O)NN2C(=O)C3C4C=CC(C5CC45)C3C2=O)cc1 (centres undefined)	-10%	-5%	-1%
CC(=O)C1=C(O)C(=O)N(c2ccc(S(N)(=O)=O)cc2)C1c1cccc([N+](=O)[O-])c1 (centres undefined)	-10%	-5%	-8%
NCCC(O)(P(=O)(O)O)P(=O)(O)O	?	4%&-6%	/

Rows were taken by chance. Share with any hit: about 0.54%.
